# From PubChem BioAssay
# Cycloheximide cs: counter-screen for Shiga toxin inhibitors: cycloheximide protein synthesis inhibition; max response, %; cell reporter, cycloheximide protein synthesis inhibition counterscreen; actives 12% (n = 300,000); in the data active = max response mostly above about 13%, no sharp cut-off; inactive = mostly below about 14%; note: read at 38.3 µM for the half of the compounds with a filed dose; 0% is about no effect
# AMA1 RON2 block: inhibitors of Plasmodium falciparum AMA1-RON2 interaction | Potency, µM (titrated, usually from 58.2 µM), for the others: at the top dose activity change, negative = inhibition, actives largely listed as inhibitors | AlphaScreen AMA1-biotinylated RON2 peptide binding | actives 0.2% (n = 360,000) | AID 720542;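 note: potency is the fitted concentration of half-maximal effect; 0% = vehicle wells and -100% = peptide control; nearly all actives have a fitted effect of over 45% in size; some results filed as inactive show a strong effect at the top dose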
#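 AMA1 (3D7) with his tag at 25 nM final met compounds first, then biotinylated RON2 peptide at 25 nM; detection used donor plus acceptor beads, 10 µg/mL apiece, read by AlphaScreen after 30 min at room temperature.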
# AmpC inh no detg: inhibitors of E. coli AmpC beta-lactamase without detergent | P00811 | AmpC nitrocefin hydrolysis, absorbance 480 nm, 0.0001% Triton | Potency, µM (series often up to 57.1 µM), for the others: top-dose activity change, negative = inhibition, most hits filed as inhibitors | actives 0.52% (n = 330,000);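 note: potency is the fitted concentration of half-maximal effect; plate controls were no compound for no effect and no enzyme for full effect; nearly all actives have a fitted effect of over 20% in size; some results filed as inactive show a strong effect at the top dose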
# Target sequence (P00811 whole entry, looked up): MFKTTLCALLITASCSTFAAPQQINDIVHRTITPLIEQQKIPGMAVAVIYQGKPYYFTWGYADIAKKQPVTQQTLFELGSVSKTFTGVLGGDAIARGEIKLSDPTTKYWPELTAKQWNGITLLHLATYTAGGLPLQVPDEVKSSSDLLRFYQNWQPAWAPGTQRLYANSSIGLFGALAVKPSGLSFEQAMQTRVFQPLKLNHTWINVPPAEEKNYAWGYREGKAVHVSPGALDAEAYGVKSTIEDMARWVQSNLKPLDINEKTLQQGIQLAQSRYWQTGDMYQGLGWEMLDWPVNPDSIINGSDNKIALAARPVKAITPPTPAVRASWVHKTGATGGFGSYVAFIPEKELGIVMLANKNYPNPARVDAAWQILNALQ
#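 20 mM phosphate pH 7.0 + 0.01% (detergent screen) or 0.0001% Triton X-100; 5.3 nM AmpC reagent; cpd preinc 15 min RT; nitrocefin (800 uM stock) to start; A480 q20 s × 4 min; Activity was normalised to no-enzyme and no-compound control wells.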
# Giardia FBPA inh: inhibitors of Giardia lamblia fructose-1,6-bisphosphate aldolase | A8B2U2 | purified Giardia FBPA | Potency, µM (top dose mostly 59.6 µM), for inactives: at the top dose activity, negative = inhibition, most hits filed as inhibitors | actives 0.71% (n = 290,000); note: potency is the fitted concentration of half-maximal effect; % is set by controls: 0 for no effect and ±100 for the full control effect; nearly all actives have a fitted effect of over 55% in size
# Target sequence (A8B2U2 whole entry, looked up): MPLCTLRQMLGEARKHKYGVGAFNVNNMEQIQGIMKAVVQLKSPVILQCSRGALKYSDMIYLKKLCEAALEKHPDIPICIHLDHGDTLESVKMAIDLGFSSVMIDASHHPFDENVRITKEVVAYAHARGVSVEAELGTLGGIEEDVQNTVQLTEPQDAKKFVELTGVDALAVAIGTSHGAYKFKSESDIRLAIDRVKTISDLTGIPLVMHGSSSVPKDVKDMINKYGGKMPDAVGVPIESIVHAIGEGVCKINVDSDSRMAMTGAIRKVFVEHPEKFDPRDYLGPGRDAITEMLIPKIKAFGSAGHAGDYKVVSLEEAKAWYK
#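 Giardia FBPA (40 nM reagent) was preincubated 10 min at RT with compound (up to 57.5 uM final), then substrate plus GAPDH/TPI/NAD/arsenate coupling system with diaphorase/resazurin was added; resorufin fluorescence (525/598 nm) was read after 20 min.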
# HCMV antiviral: human cytomegalovirus inhibition. HFF cells, HCMV-luciferase reporter, 72 h; active compounds read low. activity change, negative = inhibition, % at 57.5 µM. actives 4.5% (n = 410,000). AID 1259415; in the data active = activity change below about -60%; inconclusive = no clear call, values can overlap the other calls; inactive = above about -39%; note: % is set by controls: 0 for no effect and ±100 for the full control effect
#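 Luciferase read-out from HCMV-luciferase-infected HFFs (MOI 1 PFU/cell) 72 h post infection at 37C; compounds added after 16 h cell attachment; activity normalized between buffer-only basal and Salinomycin (10uM) inhibitor controls.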
# Shiga inhibitor: inhibitors of Shiga toxin in Vero cells. inhibition, % at 38.7 µM. actives 9.2% (n = 290,000). AID 2315. Vero cells, Shiga toxin protein synthesis inhibition reporter; in the data active = inhibition mostly above about 28%, no sharp cut-off; inactive = mostly below about 43%; note: 0% is about no effect
# AmpC inh detg: inhibitors of E. coli AmpC beta-lactamase with detergent | Potency, µM (doses to about 114 µM), for the others: at the top dose activity change, negative = inhibition, hits mostly inhibitors | AmpC hydrolysis of nitrocefin, absorbance 480 nm, 0.01% Triton | actives 0.041% (n = 370,000);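 note: potency is the fitted concentration of half-maximal effect; 0% = no-compound wells and -100% = no-enzyme wells; nearly all actives have a fitted effect of over 25% in size; some results filed as inactive show a strong effect at the top dose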
#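 20 mM phosphate pH 7.0 + 0.01% (detergent screen) or 0.0001% Triton X-100; 5.3 nM AmpC reagent; cpd preinc 15 min RT; nitrocefin (800 uM stock) to start; A480 q20 s × 4 min; Activity was normalised to no-enzyme and no-compound control wells.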
# Numbers without * were called inactive; ? = inconclusive; . = not tested or not shown; + = active, no number; & = joins results of further samples; [ ] = remark or other dose. Unless noted, calls come from the whole dose curve; as a rule, active = well fitted curve in the direction sought with a large enough effect; inconclusive = small, poorly fitted or top-dose-only effect, or another doubt; inactive = no such curve, though single readings can be large; an effect the other way counts as inactive or inconclusive.
cpd | SMILES | Cycloheximide cs | AMA1 RON2 block | AmpC inh no detg | Giardia FBPA inh | HCMV antiviral | Shiga inhibitor | AmpC inh detg
1 | Cc1ccc(O)c(/C=N/NC(=O)COc2ccc3c(C)cc(=O)oc3c2)c1 | -8.1 | 44.7%[activator] | -7.2% | 9.1% | -33.9 | 4.8 | -11.2%
2 | Cc1cccc2cc(CN(Cc3cccnc3)C(=O)c3ccccc3F)c(Cl)nc12 | -0.6 | -0.6% | 112.1%[activator] | -5.6% | 34.2 | -8.7 | -0.5%
3 | Cc1cccc(NC(=O)CO/N=C/c2ccc3c(c2)OCO3)c1 | 8.4 | -7.9% | -28.7% | 3.6% | -27.4 | -2.5 | -7.4%
4 | CCn1c(SCC(=O)Nc2ccc(NC(=O)c3cccs3)cc2)nnc1-c1cccnc1 | -3.0 | 3.9% | 32.9% | 0.8% | 50.8 | 30.7 | ?
5 | COc1ccc(CCNC(=O)CCOc2cc(C)ccc2C)cc1OC | 3.0 | -17.0% | 96.6%[activator] | . | -23.2 | -6.3 | -7.3%
6 | CCCOc1ccc(C2NC(=O)NC2=O)cc1 (stereo not given) | -4.5 | 11.5% | -12.3% | 2.0% | 20.5 | 7.2 | -0.6%
7 | C=CCn1c(O)c(C(C)=Nc2ccc(NC(C)=O)cc2)c(=O)[nH]c1=O | -4.9 | -5.6% | -20.8% | 1.4% | 25.0 | -14.1 | -13.8%
8 | CCN(CC)C(=O)C(Sc1nnnn1-c1ccc(O)cc1)c1ccccc1 (stereo not given) | -3.2 | -15.2% | -24.6% | 5.1% | 18.3 | -1.6 | 0.1%
9 | O=c1cnnc(N/N=C/c2ccc3c(c2)OCO3)[nH]1 | 3.1 | 43.4%[activator] | -3.3% | -17.1% | -14.5 | -10.0 | -2.1%
10 | COc1ccc(NC(=O)COc2ccc(/C=N/n3c(C)nnc3C)cc2OC)cc1 | 20.3 | -2.3% | 43.9% | -1.0% | 68.2 | 25.0 | -4.6%
11 | CSc1ccccc1C(=O)Nc1ccc(S(=O)(=O)NC2=NCCCCC2)cc1 | . | 7.1% | -35.0% | . | 0.0 | . | 3.1%
12 | CCOC(=O)C1=C(C)NC(C)=C(C(=O)OCC)C1c1ccc(O)cc1 | -0.7 | 22.3% | -16.6% | 9.9% | 144.4 | 3.9 | 6.3%
13 | O=C(Nc1c2c(nn1-c1ccccc1)CS(=O)(=O)C2)c1ccccc1Br | -4.6 | 4.8% | -9.3% | . | -0.8 | 4.5 | 7.6%
14 | COc1ccc(N(CC(=O)Nc2ccc(C(C)C)cc2)S(=O)(=O)c2c(C)noc2C)cc1 | 10.0 | 9.8% | -16.5% | . | ? | -4.7 | 0.7%
15 | C=CP(=O)(O)c1ccccc1 | 1.2 | 6.6% | -3.3% | 3.4% | -25.7 | 17.1 | -3.8%
16 | COc1ccc(C(=O)CSc2n[nH]c(C)n2)cc1[N+](=O)[O-] | 10.8 | -8.4% | -8.3% | -16.2% | 5.0 | -9.0 | ?
17 | C/C(=N\NC(=O)CSc1nc(C)cc(C)n1)c1ccc2c(c1)OCCO2 | 37.6* | -2.6% | -23.4% | 0.2% | 13.3 | 84.0* | -4.2%
18 | O=C(NCCN1CCOCC1)c1cc(Cl)ccc1[N+](=O)[O-] | -7.7 | . | -20.1% | 4.4% | -27.3 | -16.7 | -10.0%
19 | CC(C)[C@H](NC(=O)N1c2ccccc2NC(=O)[C@@H]1C(C)C)C(=O)N[C@@H](Cc1c[nH]c2ccccc12)C(=O)O | -0.9 | -1.9% | -10.1% | -0.6% | 23.1 | -2.0 | -6.3%
20 | COc1cc(C(=S)N2CCC(C(N)=O)CC2)ccc1O | -1.4 | 11.4% | -14.0% | -1.8% | 0.9 | -7.2 | 2.4%
21 | Cn1nc(C(F)(F)F)c(C#N)c1N1CCN(c2ccccc2)CC1 | 0.9 | -4.5% | -9.1% | 0.3% | ? | 24.3 | -2.6%
22 | COc1ccc(-c2cc3ccccc3s2)cc1[C@H]1[C@H]2C=CC[C@@H](C)[C@@H]2C(=O)N1Cc1ccccc1 | 3.0 | -2.1% | -36.6% | 2.7% | 53.9 | 44.3 | -2.6%
23 | CCN1CCN(c2ncnc3ccc(Br)cc23)CC1 | -0.9 | -1.8% | -7.6% | 8.2% | -66.6* | -20.5 | -9.5%
24 | CSc1ccccc1NC(=O)CN1c2ccccc2CC1C (stereo not given) | -3.6 | 8.0% | -16.4% | 0.9% | -2.5 | 2.8 | ?
25 | O=C(COC(=O)C1CCCN1C(=O)c1cccs1)c1ccccc1 (stereo not given) | -2.8 | 5.1% | -1.0% | 1.5% | -12.8 | 8.3 | -11.7%
26 | O=C(c1cccc(Br)c1)c1coc2ccc(O)cc12 | . | -1.1% | -36.3% | . | 0.0 | . | -4.9%
27 | O=C(CSc1cccc2cccnc12)Nc1ccc(S(=O)(=O)N2CCOCC2)cc1 | 14.3 | -3.8% | 83.0%[activator] | -9.5% | -37.5 | 25.3 | 1.3%
28 | O=c1c(C=NCc2cccs2)c(O)n(C2CCCCC2)c(=O)n1C1CCCCC1 | -2.3 | -9.6% | -27.7% | -1.4% | 14.5 | -7.8 | ?
29 | CCN(CC)S(=O)(=O)c1ccc(S(=O)(=O)N2CCCC(C(=O)NC3CC3)C2)cc1 (stereo not given) | -6.0 | -1.9% | -15.7% | 1.2% | -82.6* | 29.8 | ?
30 | CCc1nnc(NC(=O)CSc2nnc(-c3c[nH]c4ccccc34)n2CC)s1 | -3.3 | 2.7% | -35.7% | 3.4% | 43.9 | -19.7 | 0.5%
31 | CCOC(=O)[C@H](CCc1ccccc1)N[C@@H](C)C(=O)N1CCC[C@@H]1C(=O)O | . | 26.6% | -11.7% | . | 29.7 | . | -7.9%
32 | Cc1nc(-c2coc3cc(C)c(N=O)c(O)c3/c2=N\N)cs1 | -1.1 | 47.7%[activator] | -2.9% | -10.6% | -0.8 | 1.7 | 7.6%
33 | Cc1ccccc1-c1nc(CS(=O)(=O)CC(=O)NCCCN2CC(C)CC(C)C2)c(C)o1 (stereo not given) | -1.3 | -5.2% | 67.1%[activator] | 9.4% | 2.7 | -10.0 | 3.1%
34 | COc1ccccc1N1CCN(C2CCCN(Cc3cccc(O)c3)C2)CC1 (stereo not given) | 0.2 | 5.9% | -27.8% | 5.0% | 5.1 | -3.1 | ?
35 | Cc1cc2nnc(SCC(=O)NCc3cccs3)n2c2ccccc12 | -2.4 | -2.2% | . | 3.1% | ? | -7.6 | -0.7%
36 | CNc1nc2c3ccccc3n(C(C)=O)c2s1 | 8.8 | -9.6% | -29.7% | -5.1% | 105.5 | -6.2 | -7.5%
37 | Cc1ccc2[nH]ccc(=O)c2c1 | -1.4 | 7.0% | -15.1% | 1.3% | 6.3 | -14.3 | ?
38 | COc1cccc(NC(=O)Cn2c(=O)n(-c3cc(OC)c(OC)c(OC)c3)c(=O)c3ccccc32)c1 | 7.4 | -11.1% | -0.5% | 2.5% | -38.7 | -5.3 | -8.2%
39 | CN1CCC2(CC1)NC(=O)c1ccccc1N2 | 4.1 | -9.9% | -7.2% | -3.9% | 15.4 | 0.6 | -10.6%
40 | O=C1NC(=O)N(c2ccc3c(c2)OCO3)C(=O)/C1=C/c1ccc(N2CCCC2)o1 | 1.0 | -6.3% | -23.7% | -0.2% | -36.7 | -11.1 | ?
41 | O=C(O)c1ccc2c(c1)CC(c1ccccc1)OC2=O (stereo not given) | 2.1 | -0.2% | -26.0% | 19.6% | 3.3 | -9.2 | -18.4%
42 | N#C/C(=N\Nc1ccc(Cl)cc1)C(=N)N1CCCCC1 | 22.6 | -0.6% | -1.4% | . | 129.3 | + | 9.7%
43 | CCc1ccc(Nc2c([N+](=O)[O-])c(=O)oc3ccccc23)cc1 | 1.0 | ? | -51.6% | 3.2% | -13.6 | -1.0 | -1.3%
44 | CCn1c(SCc2nc(CC(=O)Nc3ccccc3OC)no2)nnc1-c1cccs1 | -3.7 | 9.9% | -7.9% | 4.3% | -14.2 | 2.0 | ?
45 | O=C(COC(=O)CNC(=O)c1ccccc1Cl)NC1CC1 | . | -11.2% | -19.3% | . | 17.4 | . | .
46 | CCOC(=O)C1=C(c2ccccc2)N(C)C(=O)NC1c1ccc(O)c(OC)c1 (stereo not given) | -3.9 | 0.0% | -9.6% | -0.1% | -20.8 | -38.1 | 1.9%
47 | Cc1cc([N+](=O)[O-])nn1CCCC(=O)Nc1ccc(Cl)cc1Cl | 8.7 | -15.2% | -19.1% | 2.8% | ? | 1.1 | 7.5%
48 | COc1cc(C(=O)N2CCN(Cc3ccc4c(c3)OCO4)CC2)cc(OC)c1OC | -1.0 | -17.0% | 91.7%[activator] | ? | -32.0 | -10.1 | 3.8%
49 | CC(CC(=O)O)CC(=O)Nc1cc([N+](=O)[O-])ccc1O (stereo not given) | 7.8 | 16.1% | -18.0% | -0.5% | -28.4 | -8.9 | 7.4%
50 | CN(Cc1ccccc1)C(=O)C1CCCN(Cc2cccc(Cl)c2)C1 (stereo not given) | -4.8 | 8.1%&-5.3% | 1.9% | ? | 5.1&-27.9 | -4.8 | -4.2%
51 | COc1ccc(N2CCN(S(=O)(=O)CCNC(=O)COc3ccccc3OC)CC2)cc1 | -1.6 | -2.4% | 94.2%[activator] | 2.8% | -19.6 | -5.9 | ?
52 | COc1ccc(/C=N/Nc2c(Cl)cc(Cl)cc2Cl)cc1CN1CCOCC1 | -2.3 | -22.3% | 113.1%[activator] | -2.4% | 22.6 | 16.6 | -8.9%
53 | COc1ccccc1C(=O)N1CCN=C1c1ccccc1 | 12.8 | -0.3% | 1.3% | -2.2% | 11.0 | -3.7 | 7.0%
54 | O=C(COC(=O)/C=C/c1ccc(C(F)(F)F)cc1)NCC1CCCCC1 | . | 13.7% | -13.7% | . | -23.6 | . | 0.7%
55 | Cc1nn(Cc2ccccc2)c(Cl)c1C(=O)O | -2.8 | -10.1% | -15.0% | 8.7% | -39.4 | -21.8 | -10.3%
56 | CCN(Cc1nc2cc(Cl)ccc2c(=O)[nH]1)C(=O)c1ccc(C)c(NC(=O)c2ccco2)c1 | . | 48.1%[activator] | 26.4% | . | -37.7 | . | 0.8%

# Random draw from the library; about 16% have a hit in one of these screens.
